Screening results as filed in PubChem BioAssay.
TEAD-YAP block – TEAD-YAP interaction inhibition. HEK-TIYL cells, TEAD-Gal4/YAP UAS-luciferase luminescence. 1.4% of 640,000 active. inhibition, % at 9.12 µM; in the data active means inhibition above about 32%;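 further: 0% = median of test compound wells and 100% = reference inhibitor wells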
GPR151 ag – human GPR151 activation | PathHunter beta-arrestin GPR151 cells, luminescence | activation, % at 11.2 µM | 1% of 650,000 active | AID 1508602; in the data active means activation above about 4.9%;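 further: 0% = median of compound wells and 100% = cells with positive control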
FBW7 activator – human FBW7 E3 ligase activation, primary screen; 0.13% of 650,000 active; AlphaScreen FBW7–phospho-cyclin E peptide binding, activator screen; normalized activity (activation), % at 26.1 µM; Q969H0; AID 1259310; in the data active means normalized activity above about 1.9%;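 further: purified mutant Fbw7 with reduced substrate affinity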
Target sequence (Q969H0 whole entry, looked up): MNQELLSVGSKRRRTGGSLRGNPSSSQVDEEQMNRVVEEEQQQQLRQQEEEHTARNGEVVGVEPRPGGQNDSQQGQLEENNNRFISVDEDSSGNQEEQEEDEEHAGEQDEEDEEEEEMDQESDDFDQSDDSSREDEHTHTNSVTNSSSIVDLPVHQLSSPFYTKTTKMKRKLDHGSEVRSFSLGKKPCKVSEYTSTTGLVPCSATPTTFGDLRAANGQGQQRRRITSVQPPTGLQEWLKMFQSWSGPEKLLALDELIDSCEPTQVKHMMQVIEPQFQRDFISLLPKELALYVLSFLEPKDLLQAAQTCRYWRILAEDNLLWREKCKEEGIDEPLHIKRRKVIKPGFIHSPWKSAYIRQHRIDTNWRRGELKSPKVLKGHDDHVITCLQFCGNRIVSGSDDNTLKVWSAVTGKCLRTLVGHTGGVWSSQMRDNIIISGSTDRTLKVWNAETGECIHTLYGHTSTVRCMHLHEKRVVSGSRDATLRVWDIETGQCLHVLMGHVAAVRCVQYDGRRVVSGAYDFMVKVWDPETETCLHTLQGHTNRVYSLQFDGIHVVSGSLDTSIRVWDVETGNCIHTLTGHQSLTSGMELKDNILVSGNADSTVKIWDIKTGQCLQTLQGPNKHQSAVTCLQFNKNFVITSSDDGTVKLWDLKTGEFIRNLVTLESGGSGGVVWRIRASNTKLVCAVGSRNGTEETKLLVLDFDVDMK
MITF primary – inhibitors of human MITF. inhibition, % at 2.6 µM. AlphaScreen MITF homodimerization, bead proximity signal. AID 1259374. 0.91% of 650,000 active; in the data active means inhibition above about 50%;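 further: 0% = vehicle wells with protein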
* hit, by the source's call.

Screening COc1ccc(C2C3=C(CC(C)(C)CC3=O)N(CCN3CCOCC3)C3=C2C(=O)CC(C)(C)C3)cc1 returned TEAD-YAP block -1.1, GPR151 ag -2.0, FBW7 activator 0.6 and MITF primary 1.0.
For C/C(=N\O)c1ccc(OCCSc2nnnn2-c2ccccc2)cc1 the results were TEAD-YAP block 0.0, GPR151 ag 1.6, FBW7 activator 0.1 and MITF primary -0.7.
`O=C(/C=C/c1ccc(Cl)cc1)NC1CC2CCC1C2` (configuration not stated) gave TEAD-YAP block -60.9, GPR151 ag -0.9, FBW7 activator 0.1 and MITF primary -0.8.
CCOC(=O)C1=C(C)N(c2ccc(OCC)cc2)C(=O)C1 was read as TEAD-YAP block 4.9, GPR151 ag 1.3, FBW7 activator -0.3 and MITF primary -0.5.
`CCCCNC(=O)CNC(=O)c1nn(-c2ccc(OC)c(Cl)c2)c(=O)c2ccccc12` gave TEAD-YAP block 8.0, GPR151 ag 0.3, FBW7 activator 0.1 and MITF primary 12.5.
Screening O=C(Nc1ccc(NC(=O)c2ccccc2[N+](=O)[O-])cc1)c1ccccc1F returned TEAD-YAP block -17.1, GPR151 ag -1.9, FBW7 activator 0.1 and MITF primary -7.9.
O=C1C=C(Nc2ccc(O)cc2)CC(c2ccccc2)C1 (configuration not stated) was read as TEAD-YAP block 7.1, GPR151 ag 1.3, FBW7 activator 0.3 and MITF primary 2.0.
COc1ccc(C)cc1NC(=O)C1CCCN1S(=O)(=O)c1cccc2nsnc12 (configuration not stated) was read as TEAD-YAP block -6.0, GPR151 ag -0.6, FBW7 activator -0.4 and MITF primary 7.1.
Screening COc1ccccc1N1CCN(C(=O)Cn2ncc3c(=O)oc4ccc(C)cc4c32)CC1 returned TEAD-YAP block 2.2, GPR151 ag 2.0, FBW7 activator -0.2 and MITF primary -13.1.
`Cc1cc(=O)oc2cc(OCC(=O)c3cc(C)n(CC4CCCO4)c3C)ccc12` (configuration not stated) gave TEAD-YAP block 1.5, GPR151 ag 1.4, FBW7 activator -0.1 and MITF primary 2.9.
Cc1ccccc1C(=O)Nc1cccc(S(N)(=O)=O)c1 was read as TEAD-YAP block 2.4, GPR151 ag 0.7, FBW7 activator 0.0 and MITF primary 1.9.
Screening O=C(NCCCN1CCCC1=O)c1cnc(Nc2ccc3ncccc3c2)s1 returned TEAD-YAP block 1.7, GPR151 ag 0.1, FBW7 activator 0.1 and MITF primary -3.2.
For Cc1ccc(S(=O)(=O)Nc2ccc(C(=O)NC3CCCCC3)cc2)cc1 the results were TEAD-YAP block 4.0, GPR151 ag -1.1, FBW7 activator -0.1 and MITF primary 5.5.
For c1cnc(SCCCOc2ccc3ccccc3c2)nc1 the results were TEAD-YAP block -41.0, GPR151 ag -0.1, FBW7 activator 0.3 and MITF primary 3.8.
For COCCNC(=O)C(C)OC(=O)C1=Cc2ccccc2OC1 (configuration not stated) the results were TEAD-YAP block 0.5, GPR151 ag 0.0, FBW7 activator 0.2 and MITF primary -4.0.

Looked up by compound from the entries so far:
Cc1ccccc1C(=O)Nc1cccc(S(N)(=O)=O)c1 was read as TEAD-YAP block 2.4, GPR151 ag 0.7, FBW7 activator 0.0 and MITF primary 1.9.
COc1ccc(C)cc1NC(=O)C1CCCN1S(=O)(=O)c1cccc2nsnc12 (configuration not stated) was read as TEAD-YAP block -6.0, GPR151 ag -0.6, FBW7 activator -0.4 and MITF primary 7.1.
For Cc1ccc(S(=O)(=O)Nc2ccc(C(=O)NC3CCCCC3)cc2)cc1 the results were TEAD-YAP block 4.0, GPR151 ag -1.1, FBW7 activator -0.1 and MITF primary 5.5.
For COCCNC(=O)C(C)OC(=O)C1=Cc2ccccc2OC1 (configuration not stated) the results were TEAD-YAP block 0.5, GPR151 ag 0.0, FBW7 activator 0.2 and MITF primary -4.0.
`O=C(/C=C/c1ccc(Cl)cc1)NC1CC2CCC1C2` (configuration not stated) gave TEAD-YAP block -60.9, GPR151 ag -0.9, FBW7 activator 0.1 and MITF primary -0.8.
`CCCCNC(=O)CNC(=O)c1nn(-c2ccc(OC)c(Cl)c2)c(=O)c2ccccc12` gave TEAD-YAP block 8.0, GPR151 ag 0.3, FBW7 activator 0.1 and MITF primary 12.5.

Next section
N#CC1(NC(=O)CN2CCN(c3ccccc3Cl)CC2)CCCC1 was read as TEAD-YAP block -2.8, GPR151 ag -0.7, FBW7 activator -0.1 and MITF primary 7.0.
For N#C/C(=C1/C(=O)Nc2ccc([N+](=O)[O-])cc21)c1nnc2n1CCCCC2 the results were TEAD-YAP block -4.1, GPR151 ag 0.1, FBW7 activator -0.3 and MITF primary 1.0.
O=C(CN1C(=O)CCc2ccccc21)Nc1ccc(F)cc1 was read as TEAD-YAP block 1.1, GPR151 ag -0.6, FBW7 activator 0.2 and MITF primary -2.3.
For Cc1cc(-c2nc3cc(Cl)ccc3c(=O)o2)ccc1[N+](=O)[O-] the results were TEAD-YAP block -3.5, GPR151 ag 6.3*, FBW7 activator 0.1 and MITF primary -4.0.
Screening CCc1c(-c2ccccc2)n(-c2ccc(C)cc2)c2nc3c(c(=O)n(C)c(=O)n3C)n12 returned TEAD-YAP block 3.0, GPR151 ag -0.4, FBW7 activator 0.1 and MITF primary 3.0.
Screening COc1cc(C(=S)N2CCCCC2)ccc1OC(=O)c1ccc(C)cc1 returned TEAD-YAP block -2.0, GPR151 ag 0.6, FBW7 activator -0.3 and MITF primary -0.6.
Screening CCc1c(C)nc(SCC(=O)N2CCCCC2C)[nH]c1=O (configuration not stated) returned TEAD-YAP block -9.4, GPR151 ag 0.0, FBW7 activator -0.1 and MITF primary -6.0.
`CCOC(=O)c1cnc2ccc(OCC)cc2c1Nc1ccc(C(=O)OC)cc1` gave TEAD-YAP block -7.5, GPR151 ag 0.1, FBW7 activator 0.1 and MITF primary -1.6.
CC(C)(O)C#Cc1ccc(CN2CCc3nnc(CNC(=O)C4CCOC4)n3CC2)cc1 (configuration not stated) was read as TEAD-YAP block -2.1, GPR151 ag 1.9, FBW7 activator 0.0 and MITF primary -7.5.
For OCc1cn(-c2ccccc2)nc1-c1ccc(F)cc1 the results were TEAD-YAP block -38.1, GPR151 ag 0.8, FBW7 activator -0.2 and MITF primary -0.8.
N#CC(C#N)=C1C=C(C(C#N)C#N)c2ccccc21 was read as TEAD-YAP block 2.5, GPR151 ag -0.5, FBW7 activator -0.3 and MITF primary -9.2.
Screening Nc1nc(-c2ccccc2)cc2nnc(SCC(=O)NC3CCCC3)n12 returned TEAD-YAP block 1.7, GPR151 ag -0.8, FBW7 activator 0.0 and MITF primary -15.5.
Cc1c(CCC(=O)O)c(=O)oc2cc(O)ccc12 was read as TEAD-YAP block 0.8, GPR151 ag 1.2, FBW7 activator -0.2 and MITF primary -1.1.
CCC(=O)N1c2c(C)cc(C)cc2-c2c(ssc2=S)C1(C)C was read as TEAD-YAP block 5.7, GPR151 ag 1.0, FBW7 activator -0.5 and MITF primary 25.6.
O=[N+]([O-])c1ccc(N2CCN(S(=O)(=O)Cc3ccccc3)CC2)cc1NC1CC1 was read as TEAD-YAP block -4.7, GPR151 ag -0.1, FBW7 activator 0.0 and MITF primary 2.1.
`COCCNC(=O)Nc1ccccc1NC(=O)c1ccccc1F` gave TEAD-YAP block -11.4, GPR151 ag -0.4, FBW7 activator 0.1 and MITF primary -0.1.
`O=C1c2ccc([N+](=O)[O-])cc2C(=O)N1c1ccc2nc(-c3ccccc3)[nH]c2c1` gave TEAD-YAP block -32.1, GPR151 ag -2.4, FBW7 activator 0.1 and MITF primary 6.9.
Screening CC(=C/c1ccc(C(C)C)cc1)/C=N/NS(C)(=O)=O returned TEAD-YAP block -1.5, GPR151 ag -1.0, FBW7 activator -0.1 and MITF primary -13.0.
Screening COc1ccc(S(N)(=O)=O)c2ccccc12 returned TEAD-YAP block 3.7, GPR151 ag 0.0, FBW7 activator 0.4 and MITF primary 20.9.
Screening OC(COc1ccc2c(c1)OCO2)CN1CCCC1 (configuration not stated) returned TEAD-YAP block 2.6, GPR151 ag 0.0, FBW7 activator 0.1 and MITF primary 1.3.
CCOCCCNC(=O)C1CCN(S(=O)(=O)CC)CC1 was read as TEAD-YAP block -6.6, GPR151 ag 0.5, FBW7 activator -0.1 and MITF primary -0.7.
`Cc1ccc(Cl)cc1NC(=O)Cn1c(=O)oc2cc(S(=O)(=O)N3CCCC3)ccc21` gave TEAD-YAP block 5.5, GPR151 ag 1.4, FBW7 activator 0.5 and MITF primary -25.2.
Screening N#Cc1ccc(-c2cccs2)[nH]c1=S returned TEAD-YAP block -4.3, GPR151 ag -1.2, FBW7 activator -0.1 and MITF primary 5.1.
For Cc1ccc(SCc2cc(=O)[nH]c(SCC(=O)n3c4c(c5ccccc53)CCCC4)n2)cc1 the results were TEAD-YAP block 8.1, GPR151 ag 0.4, FBW7 activator 0.1 and MITF primary -4.2.
Screening CCc1cccc2c(=O)c(CN(C)C)c(C)[nH]c12 returned TEAD-YAP block 1.0, GPR151 ag -0.9, FBW7 activator 0.1 and MITF primary 3.3.
Screening Cc1cc(=O)[nH]c2nnc(SCc3ccccc3)n12 returned TEAD-YAP block 6.1, GPR151 ag -1.5, FBW7 activator 0.3 and MITF primary 11.7.
Screening CCN(CC)S(=O)(=O)c1ccc(Cl)c(N)c1 returned TEAD-YAP block 8.7, GPR151 ag -0.2, FBW7 activator 1.2 and MITF primary -0.2.
CCN(CC)C(=O)c1cnn(-c2ccccc2)c1NC(=O)c1cccc(F)c1 was read as TEAD-YAP block 3.5, GPR151 ag -0.3, FBW7 activator -0.1 and MITF primary -4.6.
Screening COc1ccc(C(=O)OCC(=O)Nc2cccc(S(=O)(=O)N(C)C)c2)cc1[N+](=O)[O-] returned TEAD-YAP block 3.3, GPR151 ag 2.9, FBW7 activator 0.0 and MITF primary 7.2.
`Cc1cc(Nc2nc(Nc3ccc(Cl)c(C)c3)nc(Sc3nc4ccccc4[nH]3)n2)ccc1Cl` gave TEAD-YAP block -8.4, GPR151 ag 1.4, FBW7 activator 0.2 and MITF primary 5.4.
CC(C)(C)c1ccc(OCC(=O)Nc2ccc3c(c2)C(=O)NC3=O)cc1 was read as TEAD-YAP block -3.5, GPR151 ag 1.6, FBW7 activator -0.1 and MITF primary -2.3.
For Cc1cccc(CCNc2nc3ccc(C)cc3n3cnnc23)c1 the results were TEAD-YAP block -4.8, GPR151 ag 0.3, FBW7 activator 0.4 and MITF primary 12.0.
Screening Cc1ccc(C)c(-n2c(-c3cccnc3)n[nH]c2=S)c1 returned TEAD-YAP block 0.2, GPR151 ag -0.8, FBW7 activator -0.1 and MITF primary 3.3.
Screening Cc1c(C(=O)NC2CCCCCC2)sc2ncn(CC(=O)N3CCC(C)CC3)c(=O)c12 returned TEAD-YAP block 0.1, GPR151 ag 2.6, FBW7 activator 0.3 and MITF primary 9.2.
For COc1ccc(CN2CCC3(CC2)CC3C(=O)N2CCN(c3ccccc3)CC2)cc1C (configuration not stated) the results were TEAD-YAP block -2.0, GPR151 ag -0.6, FBW7 activator 0.1 and MITF primary 4.2.
Screening COc1ccccc1N1CCCn2c1nc1c2c(=O)n(Cc2ccccc2)c(=O)n1C returned TEAD-YAP block 2.6, GPR151 ag 0.9, FBW7 activator 0.3 and MITF primary -2.5.
`Nn1c(SCC(=O)Nc2ccc(S(N)(=O)=O)cc2)nnc1-c1ccccn1` gave TEAD-YAP block 13.8, GPR151 ag -2.0, FBW7 activator -1.1 and MITF primary 7.8.
Screening CCCN1CCCc2cc(CCNS(=O)(=O)CCC)ccc21 returned TEAD-YAP block -7.2, GPR151 ag -1.4, FBW7 activator -0.2 and MITF primary 3.7.
`COc1ccc(/C=C2/Sc3ccccc3N(CC(=O)NCCCOC(C)C)C2=O)cc1` gave TEAD-YAP block 0.8, GPR151 ag 0.1, FBW7 activator 0.5 and MITF primary 20.8.
COc1ccc(S(=O)(=O)NCC2CCCN(Cc3cccc4nonc34)C2)cc1 (configuration not stated) was read as TEAD-YAP block 9.4, GPR151 ag -1.1, FBW7 activator 0.0 and MITF primary 14.0.
Screening CC(C)COC(=O)n1n[n+]([O-])c2ccccc21 returned TEAD-YAP block -6.0, GPR151 ag 0.6, FBW7 activator 0.1 and MITF primary -1.6.
`Cc1cccc(C)c1NC(=O)CS(=O)CC(=O)NCCCc1ccccc1` (configuration not stated) gave TEAD-YAP block 1.2, GPR151 ag -0.9, FBW7 activator 0.1 and MITF primary -19.7.
`COc1ccc(CCc2nnc(CCC(=O)N3CCCC(OC)C3)o2)cc1` (configuration not stated) gave TEAD-YAP block -9.9, GPR151 ag 0.2, FBW7 activator -0.1 and MITF primary -3.0.
Screening Nc1nc(Nc2cnccn2)nc2c1ncn2-c1ccsc1 returned TEAD-YAP block 42.7*, GPR151 ag -1.6, FBW7 activator 0.0 and MITF primary 13.2.
CN(C)CCNC(=S)Nc1ccc(Br)cc1 was read as TEAD-YAP block 3.1, GPR151 ag -0.7, FBW7 activator -0.1 and MITF primary -6.3.
`CCOc1cccc(CN2CCOCC2)c1O` gave TEAD-YAP block -5.3, GPR151 ag -0.8, FBW7 activator 0.0 and MITF primary 4.0.
Screening CC(=O)N1CCc2cc(Br)cc(S(=O)(=O)NCc3ccccc3Cl)c21 returned TEAD-YAP block -3.6, GPR151 ag 0.5, FBW7 activator 0.0 and MITF primary -7.1.
Screening CCOc1cc(CN2CCC3(CCC(CNC(=O)c4ccnn4C)O3)CC2)ccc1OC (configuration not stated) returned TEAD-YAP block 6.8, GPR151 ag 0.8, FBW7 activator 0.0 and MITF primary 10.5.
O=C(c1c(F)cccc1Cl)N1CCN(c2ccc(Nc3cccnc3)nn2)CC1 was read as TEAD-YAP block -6.8, GPR151 ag -2.4, FBW7 activator -0.2 and MITF primary -24.4.
